N370S GC mod: qHTS Assay for Inhibitors and Activators of N370S glucocerebrosidase as a Potential Chaperone Treatment of Gaucher Disease | Lysosomal acid glucosylceramidase (Homo sapiens), P04062 | N370S GC spleen homogenate, 4MU-glucoside fluorescence | Potency, µM (doses to about 59.4 µM), without a hit: top-dose activity change, negative = inhibition, hits mostly inhibitors | 0.092% of 330,000 active;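 note: 0% = full enzyme activity and -100% = no enzyme basal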
TDP1 inh: qHTS Assay for Inhibitors of Tyrosyl-DNA Phosphodiesterase (TDP1); AID 485290, 2010; 0.28% of 350,000 active; Potency, µM (titrated, usually from 130 µM), inactives show top-dose activity change, negative = inhibition, actives largely listed as inhibitors; Tyrosyl-DNA phosphodiesterase 1 (Homo sapiens), Q9NUW8; recombinant TDP1, AlphaScreen DNA substrate cleavage; note: nearly all actives have a fitted effect of over 40% in size
Target sequence (Q9NUW8 whole entry, looked up): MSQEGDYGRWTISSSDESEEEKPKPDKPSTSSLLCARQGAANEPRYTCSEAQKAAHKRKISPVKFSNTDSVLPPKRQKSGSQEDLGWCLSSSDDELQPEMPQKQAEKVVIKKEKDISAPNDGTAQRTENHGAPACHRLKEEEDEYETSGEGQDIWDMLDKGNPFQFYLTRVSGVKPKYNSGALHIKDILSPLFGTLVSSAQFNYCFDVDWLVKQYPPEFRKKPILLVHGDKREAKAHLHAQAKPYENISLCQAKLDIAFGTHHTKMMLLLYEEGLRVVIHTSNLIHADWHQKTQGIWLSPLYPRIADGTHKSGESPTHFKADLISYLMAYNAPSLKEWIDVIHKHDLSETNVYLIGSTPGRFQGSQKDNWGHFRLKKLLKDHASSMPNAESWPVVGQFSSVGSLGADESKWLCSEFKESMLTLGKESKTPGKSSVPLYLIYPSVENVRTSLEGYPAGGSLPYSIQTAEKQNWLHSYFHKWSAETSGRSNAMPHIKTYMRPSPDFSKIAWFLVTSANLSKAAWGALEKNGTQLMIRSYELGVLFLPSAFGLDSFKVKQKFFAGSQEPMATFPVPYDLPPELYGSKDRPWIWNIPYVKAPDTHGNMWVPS
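Steps: enzyme plus compound, 15 min RT; add biotin/phosphotyrosine-FITC oligonucleotide (15 nM final), react 5 min; add donor/acceptor beads (10 ug/ml final), 10 min; read AlphaScreen. Tdp1 at 1 nM final.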
FEN1 inhibitor: qHTS Assay for the Inhibitors of Human Flap endonuclease 1 (FEN1); P39748; Recombinant FEN1 flap cleavage, fluorescence, 15 min; Potency, µM (highest dose often 114 µM), for inactives: at the highest dose activity change, negative = inhibition, most hits filed as inhibitors; 0.35% of 390,000 active; AID 588795, 2011; note: nearly all actives have a fitted effect of over 65% in size
Target sequence (P39748 whole entry, looked up): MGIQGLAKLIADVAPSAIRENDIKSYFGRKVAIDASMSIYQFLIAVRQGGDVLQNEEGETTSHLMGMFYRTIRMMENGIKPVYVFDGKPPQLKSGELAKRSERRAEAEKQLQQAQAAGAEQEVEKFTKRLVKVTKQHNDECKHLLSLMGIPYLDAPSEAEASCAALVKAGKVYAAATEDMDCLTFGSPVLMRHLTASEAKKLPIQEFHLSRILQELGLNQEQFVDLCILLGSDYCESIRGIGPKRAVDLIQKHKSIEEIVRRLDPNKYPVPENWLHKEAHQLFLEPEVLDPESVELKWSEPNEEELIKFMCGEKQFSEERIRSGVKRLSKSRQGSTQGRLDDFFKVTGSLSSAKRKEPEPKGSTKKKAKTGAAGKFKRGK
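Concentration–response screening of FEN1 (10 nM): 15 min compound preincubation at room temperature, reaction started with 50 nM substrate and read at 0 and 15 min. Corrected, normalized data were fitted by a four-parameter Hill equation.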
Numbers without * were called inactive; ? = inconclusive; · = no result given; & = joins results of further samples; [ ] = another dose, or the depositor's remark. Calls come from the whole dose curve; as a rule, active = well fitted curve in the direction sought with a large enough effect; inconclusive = small, poorly fitted or top-dose-only effect, or another doubt; inactive = no such curve, though single readings can be large; an effect the other way counts as inactive or inconclusive. Unless noted, % is set by controls: 0 for no effect and ±100 for the full control effect; potency is the fitted concentration of half-maximal effect.

SMILES	N370S GC mod	TDP1 inh	FEN1 inhibitor
Cc1cccc(N2CCN(C(=O)C(Cc3ccccc3)n3cccc3)CC2)c1C (stereo unspecified)	3%	7%	-1%
Cn1cnnc1SCC(=O)c1cc2ccccc2oc1=O	3%	·	-15%
CCC(C)c1ccccc1N1CC(C(=O)N2CCN(C(=O)c3ccco3)CC2)CC1=O (stereo unspecified)	·	1%	14%
COc1ccc(OC)c(CNC(=O)CN2C(=O)CCn3nc(-c4cn(C)c5ccccc45)cc32)c1	·	5%	-4%
CCN(CC)CCCN=Cc1c(O)n(-c2ccc(C)cc2)c(=O)c2ccccc12	-5%	·	1%
Cc1cc(=O)[nH]c(SCC(=O)N2CCC(C(N)=O)CC2)n1	5%	1%	15%
COc1ccc2[nH]c(=O)c(CN(C(=O)C(C)C)c3ccccc3OC)cc2c1	17%	·	6%
CCC(C(=O)O)n1nc(-c2ccccc2)c2cc(Cl)ccc21 (stereo unspecified)	-24%	6%	-5%
O=C(CCCCC(=O)Nc1ccccc1)Nc1ccccc1	3%	·	-11%
Cc1c(-n2c(O)c(C3=c4ccccc4=NC3=O)sc2=S)c(=O)n(-c2ccccc2)n1C	12%	1%	-3%
CCOC(=O)N1CCN(C(=O)CSc2nc3c(cnn3-c3ccc(C)cc3)c(=O)[nH]2)CC1	10%	·	-2%
Cc1nc(-c2ccc(S(=O)(=O)N3CCN(c4cccc(C(F)(F)F)c4)CC3)cc2)co1	·	4%	-20%
CCOC(=O)c1ccc(N2C(=O)CC(Nc3ccc(CCO)cc3)C2=O)cc1 (stereo unspecified)	9%	-6%	-1%
Cn1c(=O)c2sccc2n2c(CCCC(=O)Nc3ccc(F)cc3F)nnc12	2%	6%&3%	-25%&-9%
Cc1ccc(NC(=O)NCc2ccc3c(c2)CCN3C(=O)c2ccccc2)c(Cl)c1	·	4%	7%
CC(NC(=O)c1ccccc1F)c1nnc(SCC(=O)NC2CCCCC2)n1C (stereo unspecified)	-4%	2%	7%
Cc1ccc(OCC(=O)Nc2ccccc2-c2ccccc2)cc1	?	-9%	-12%
O=C(CSc1nccn1-c1ccccc1)NCc1ccc2c(c1)OCO2	4%	2%	-9%
COc1cccc(-n2c(Cc3cc(=O)[nH]c(=O)[nH]3)nnc2SCC(=O)Nc2ccccc2)c1	1%	4%	21%
CC(C(=O)N1CCN(c2ccccc2)CC1)c1ccc([N+](=O)[O-])cc1 (stereo unspecified)	1%	·	5%
O=c1nc(SCc2c(F)cccc2Cl)nc(-c2ccccc2)[nH]1	-4%	·	-4%
CCOc1ccccc1C(=O)NC1(C(F)(F)F)C(=O)Nc2c1c(=O)[nH]c(=O)n2-c1ccccc1 (stereo unspecified)	·	-3%	-12%
O=C(NCc1cccnc1)c1cccs1	-2%	-3%	7%
CN(Cc1cccc(F)c1)C(=O)c1ccc2c(=O)n3c(nc2c1)CCC3	0%	2%	-3%
CCN(CC)c1nc2c(S(=O)(=O)c3ccccc3)nnn2c2ccc(Cl)cc12	·	5%	-7%
CC(C)(C)OC(=O)C[C@H]1C/C=C\C[C@H](CC(=O)N(CCO)Cc2ccccc2)C(=O)N2CCC[C@H]2COC1=O	·	0%	21%
CCOC(=O)c1[nH]c(C)c(C(=O)c2ccc(C)cc2)c1C	14%	5%	-23%
CCOC(=O)C1CCN(S(=O)(=O)c2ccc(N3CCCCS3(=O)=O)cc2)CC1	·	-4%	-1%
Cc1ccc(-c2cc(C(F)F)nc3sc4c(=O)[nH]cnc4c23)cc1	·	-2%	-4%
COc1cccc(/C=N/n2cnc3cc(C)c(C)cc32)c1OC	-8%	·	3%
CC1CCN(C(=O)C2CCN(c3ncnc4c3nc3n4CCCCC3)CC2)CC1	19%	3%	21%
Cc1cccc(N2CCN(C(=O)c3cccc(S(=O)(=O)N4CCOCC4)c3)CC2)c1C	-4%	0%	-7%
CC1(C)CC(NC(=O)C(=O)NCCc2ccccc2)CC(C)(C)N1	0%	1%	4%
Cc1ccc(S(=O)(=O)Nc2nc(C)cc(NCCN)n2)cc1	-1%	5%	-2%
COc1cc(Cl)c(CN2CCC(CCC(=O)NC3CC3)CC2)cc1OC	-1%	·	3%
Cn1c(=O)n(C)c2cc(CNCc3ccccc3)ccc21	·	-1%	2%
COc1cccc(CCc2nnc(CCC(=O)NC(C)c3c(C)nn(C)c3C)o2)c1 (stereo unspecified)	0%	6%	1%
Cc1ccc(N=C2SCCCN2C(=O)C2=COCCO2)cc1Cl	-5%	·	-14%
Clc1ccccc1CSC1=NCCCN1	12%	6%	6%
COCCn1c(N)c(NCc2ccccc2)c(=O)[nH]c1=O	19%	·	8%
COc1ccc2c(c1OC)C(=O)N(c1ccc(F)cc1)C2	0%	·	11%
COc1ccc(CCN2C(=O)c3oc4cc(C)cc(C)c4c(=O)c3C2c2ccccc2F)cc1OC (stereo unspecified)	·	0%	10%
CCOc1ccc(N2C(=O)C(=O)/C(=C(/O)c3ccccc3)C2c2ccccc2[N+](=O)[O-])cc1 (stereo unspecified)	-2%	0%	12%
COc1ccccc1CCC(=O)OCc1csc(CC(=O)Nc2ccccc2C)n1	?	-3%	7%
Cc1nn(C)c(C(=O)N2CCc3ccccc32)c1Br	-8%	0%	2%
C[C@H](NC(=O)c1nc[nH]c1C(=O)N[C@@H](C)c1ccccc1)c1ccccc1	·	1%	-12%
O=C(CSc1nnnn1C1CCCCC1)NCc1cccc(C(=O)O)c1	-10%	1%	3%
Cc1nc2ncnn2c(C)c1CCC(=O)NCCc1ccccc1	2%	7%	-6%
CCC1(c2ccc(F)cc2)NC(=O)N(CC(=O)Nc2ccc(N3CCCCC3)cc2)C1=O (stereo unspecified)	-9%	12%	-14%
Cc1ccc(Cl)cc1NC(=O)c1oc2ccc(S(=O)(=O)N3CCCCCC3)cc2c1C	·	3%	21%
Cn1c(NC(=O)C[n+]2cc(-c3ccccc3)n3c2CCC3)cc(=O)n(C)c1=O	-4%	3%	10%
NC(=O)c1ccsc1NC(=O)CSc1nnc2ccccn12	-6%	·	16%
Fc1ccc(N2Cc3ccsc3C=N2)cc1	-18%	0%	-4%
Cc1ccc(N2CCC(N3CCN(C4CCCCC4)C(CCO)C3)CC2)cc1 (stereo unspecified)	9%	·	17%
COc1ccc(/C=N\NC(=O)C2COc3ccccc3O2)cc1O (stereo unspecified)	4%	8%	-8%
COc1ccc2nc(/N=C/c3cccc(OC)c3O)sc2c1	-4%	·	10%
COc1ccccc1OCCNC(=O)Nc1cc(F)c(F)cc1Cl	4%	3%	2%
COc1cccc(C(=O)NNC(=O)/C=C/c2ccccc2)c1	-3%	3%	-6%
c1ccc(-[n+]2nc(Nc3cccc4ccccc34)sc2-c2c3ccccc3cc3ccccc23)cc1	-28%	12%	8%
OCCn1c(-c2ccccc2)csc1=Nc1ccccc1	-8%	10%	1%
Additional entries:
SMILES	N370S GC mod	TDP1 inh	FEN1 inhibitor
COc1ccccc1/C=N/NC(=O)c1ccc(Cn2nc([N+](=O)[O-])cc2C)cc1	15%	-3%	9%
CCC(C)OC(=O)C1=C(C)OC23OC(N)=C(C#N)C12C(=O)c1ccccc13 (stereo unspecified)	3%	1%[56.1 µM]	-16%
CCC1CCCCN1C(=O)COc1ccccc1NC(C)=O (stereo unspecified)	1%	8%	-1%
Cc1ccc(CNC(=O)c2sc3nc4n(c(=O)c3c2C)CCCCC4)cc1	·	4%	2%
Cc1oc(-c2ccccc2F)nc1CN1CCC(C(=O)NCc2cccnc2)CC1	4%	3%	-3%
O=C(Nc1cccc(Cl)c1)c1cccc(Oc2ccc([N+](=O)[O-])cc2Cl)c1	3%	3%	0%
CCOc1ccc(CNS(=O)(=O)c2ccc3[nH]c4c(c3c2)CCCC4)cc1OC	·	11%	-20%
Cc1ccc(-n2c(-c3cnccn3)n[nH]c2=S)cc1	-1%	·	0%
Cc1ccccc1Nc1nnc(SCC(=O)c2cc3ccccc3o2)s1	3%	5%	-17%
CC(=O)CC(C)(C)Nc1nc2ccc([N+](=O)[O-])cc2o1	-11%	·	-7%
CCO/N=C/C1=C(O)C(C(=O)OC)C(C)(C)CC1=O (stereo unspecified)	7%	8%	-7%
N#CC1=C(N)Oc2cc(O)c(Cl)cc2C1c1ccccc1F (stereo unspecified)	-11%	·	9%
COc1cc(CNc2ncn[nH]2)ccc1OCC(=O)NC(C)(C)C	15%	-3%	-2%
COc1cc2c(cc1OC)CN(C(=O)CNC(=O)c1ccc(OC(F)F)cc1)CC2	-3%	3%	-10%
Cn1c(=O)[nH]c(=O)c2c1nc(CN1CCOCC1)n2Cc1ccc(F)cc1	-11%	2%	4%

Part of the list above in order of formula weight, rising.
SMILES	N370S GC mod	TDP1 inh	FEN1 inhibitor
N#CC1=C(N)Oc2cc(O)c(Cl)cc2C1c1ccccc1F (stereo unspecified)	-11%	·	9%
COc1cc(CNc2ncn[nH]2)ccc1OCC(=O)NC(C)(C)C	15%	-3%	-2%
Cn1c(=O)[nH]c(=O)c2c1nc(CN1CCOCC1)n2Cc1ccc(F)cc1	-11%	2%	4%

(cont.)
SMILES	N370S GC mod	TDP1 inh	FEN1 inhibitor
CCCN(C(=O)Cn1c(=O)oc2cc(Cl)ccc21)c1ccc(C(C)C)cc1	·	0%	3%
Cc1c(Cl)cccc1NC(=O)c1cccc(NC(=O)N2CCSc3ncccc32)c1	·	6%	-1%
COc1ccccc1-c1nnn(C/C(N)=N/O)n1	1%	-2%	3%
COc1ccc(-n2c(=S)[nH]c3cc(C(=O)Nc4ccccc4OC)ccc3c2=O)c(OC)c1	0%	3%	-14%
O=C(Nc1cccc(Cl)c1)c1ccc(NCCCN2CCOCC2)c([N+](=O)[O-])c1	12%	9%	-12%
CN1CCC2(CC1)N=C(c1ccc(F)cc1)C(=S)N2C(=O)c1ccc(C(C)(C)C)cc1	-4%	11%	-8%

In the list so far, these have an aryl methoxy group:
SMILES	N370S GC mod	TDP1 inh	FEN1 inhibitor
COc1ccc(OC)c(CNC(=O)CN2C(=O)CCn3nc(-c4cn(C)c5ccccc45)cc32)c1	·	5%	-4%
COc1ccc2[nH]c(=O)c(CN(C(=O)C(C)C)c3ccccc3OC)cc2c1	17%	·	6%
COc1cccc(-n2c(Cc3cc(=O)[nH]c(=O)[nH]3)nnc2SCC(=O)Nc2ccccc2)c1	1%	4%	21%
COc1cccc(/C=N/n2cnc3cc(C)c(C)cc32)c1OC	-8%	·	3%
COc1cc(Cl)c(CN2CCC(CCC(=O)NC3CC3)CC2)cc1OC	-1%	·	3%
COc1cccc(CCc2nnc(CCC(=O)NC(C)c3c(C)nn(C)c3C)o2)c1 (stereo unspecified)	0%	6%	1%
COc1ccc2c(c1OC)C(=O)N(c1ccc(F)cc1)C2	0%	·	11%
COc1ccc(CCN2C(=O)c3oc4cc(C)cc(C)c4c(=O)c3C2c2ccccc2F)cc1OC (stereo unspecified)	·	0%	10%
COc1ccccc1CCC(=O)OCc1csc(CC(=O)Nc2ccccc2C)n1	?	-3%	7%
COc1ccc(/C=N\NC(=O)C2COc3ccccc3O2)cc1O (stereo unspecified)	4%	8%	-8%
COc1ccc2nc(/N=C/c3cccc(OC)c3O)sc2c1	-4%	·	10%
COc1ccccc1OCCNC(=O)Nc1cc(F)c(F)cc1Cl	4%	3%	2%
COc1cccc(C(=O)NNC(=O)/C=C/c2ccccc2)c1	-3%	3%	-6%
COc1ccccc1/C=N/NC(=O)c1ccc(Cn2nc([N+](=O)[O-])cc2C)cc1	15%	-3%	9%
CCOc1ccc(CNS(=O)(=O)c2ccc3[nH]c4c(c3c2)CCCC4)cc1OC	·	11%	-20%
COc1cc(CNc2ncn[nH]2)ccc1OCC(=O)NC(C)(C)C	15%	-3%	-2%
COc1cc2c(cc1OC)CN(C(=O)CNC(=O)c1ccc(OC(F)F)cc1)CC2	-3%	3%	-10%
COc1ccccc1-c1nnn(C/C(N)=N/O)n1	1%	-2%	3%
COc1ccc(-n2c(=S)[nH]c3cc(C(=O)Nc4ccccc4OC)ccc3c2=O)c(OC)c1	0%	3%	-14%

High-throughput results from PubChem BioAssay.
